S1P4 antagonist = S1P4 receptor antagonists, primary screen, cell-based | 220,000 tested, 0.26% active | AID 1510, 2009 | S1P4-expressing cells, antagonist mode, reporter read-out | inhibition, % at 4.98 µM | Sphingosine 1-phosphate receptor 4 (Homo sapiens), O95977; in the data active means inhibition above about 29%;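 further: 0% = wells stimulated with agonist and 100% = vehicle wells without agonist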
Target sequence (O95977 whole entry, looked up): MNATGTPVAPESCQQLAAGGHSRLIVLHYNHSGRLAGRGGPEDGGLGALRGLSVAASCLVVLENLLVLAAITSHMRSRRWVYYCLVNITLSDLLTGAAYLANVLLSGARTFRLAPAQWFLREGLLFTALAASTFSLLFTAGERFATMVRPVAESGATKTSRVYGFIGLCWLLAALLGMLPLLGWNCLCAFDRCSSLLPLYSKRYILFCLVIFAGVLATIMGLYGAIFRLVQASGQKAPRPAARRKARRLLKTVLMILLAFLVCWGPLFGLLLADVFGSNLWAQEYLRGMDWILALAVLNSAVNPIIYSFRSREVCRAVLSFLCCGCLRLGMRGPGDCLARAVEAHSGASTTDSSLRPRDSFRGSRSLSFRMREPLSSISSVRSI
NPY2 pot ag = NPY-Y2 potentiators or agonists, primary screen, cell-based; Neuropeptide Y receptor type 2 (Homo sapiens), P49146; cells expressing NPY-Y2, potentiator/agonist read-out; activation, % at 3.6 µM; 220,000 tested, 0.45% active; AID 1359, 2008; in the data active means activation above about 27%;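 further: cells stimulated with NPY near EC25 plus isoproterenol at EC100; 0% = vehicle plus submaximal agonist and 100% = vehicle plus saturating agonist; some results beyond the cut were filed as inactive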
Target sequence (P49146 whole entry, looked up): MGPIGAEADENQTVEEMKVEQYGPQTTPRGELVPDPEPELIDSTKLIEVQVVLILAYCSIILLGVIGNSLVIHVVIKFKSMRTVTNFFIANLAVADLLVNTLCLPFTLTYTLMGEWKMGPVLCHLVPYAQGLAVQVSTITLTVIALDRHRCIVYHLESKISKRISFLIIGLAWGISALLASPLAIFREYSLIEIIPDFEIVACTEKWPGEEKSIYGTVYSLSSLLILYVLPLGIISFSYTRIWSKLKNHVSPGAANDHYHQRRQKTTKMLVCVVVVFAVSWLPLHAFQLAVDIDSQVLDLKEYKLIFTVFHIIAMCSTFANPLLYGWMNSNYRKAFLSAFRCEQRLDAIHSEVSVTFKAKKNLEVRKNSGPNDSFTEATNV
S1P4 ag = S1P4 receptor agonists, primary screen, cell-based | 220,000 tested, 0.35% active | Sphingosine 1-phosphate receptor 4 (Homo sapiens), O95977 | S1P4-expressing cell line, agonist reporter assay | activation, % at 4.98 µM; in the data active means activation above about 11%;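 further: 0% = DMSO vehicle and 100% = reference agonist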
eIF4E-4G inh = eIF4E–eIF4G protein interaction inhibitors, primary screen, biochemical, uHTS, TR-FRET, eIF4GI fragment; Eukaryotic translation initiation factor 4E (Mus musculus) + Eukaryotic translation …; TR-FRET eIF4E-eIF4GI(517-606) binding, 2 h; inhibition, % at 21.7 µM; 220,000 tested, 0.37% active; AID 782, 2007;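 active means inhibition above about 30%, limit read from the data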;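 further: 0% = full FRET control wells and 100% = background wells lacking eIF4GI fragment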
PERK inhibitor = block of dimerizer-induced PERK translation repression, primary screen, PERK inhibitor project, CHO PERK-DD cells, SEAP luminescence, HTS | Eukaryotic translation initiation factor 2-alpha kinase 3 (Homo sapiens), Q9NZJ5 | CHO PERK-DD fusion, SEAP luminescence translation reporter | inhibition, % at 5.6 µM | 220,000 tested, 0.17% active | AID 1416, 2008;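 active means inhibition above the mean inhibition of all tested compounds plus 3 SD, set separately per screening campaign, cut at about 2.9% in these data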;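 further: PERK kinase domain activated by AP20187 dimerizer at 100 nM; 0% = DMSO with dimerizer and 100% = rapamycin at 8.4 µM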
Mdm2 ligase inh = MDM2-luciferase reporter signal enhancers, primary screen, MDM2 E3 ligase inhibitor project, cell-based, luminescence, 1536-well; signal enhancement, % at 5 µM; 210,000 tested, 0.11% active; cell-based MDM2 ubiquitination luciferase reporter, 2 h; 0 = plate control, 100 = twice control, blank-subtracted;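 active means signal enhancement of 30% or more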;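 further: luminescence tracks abundance of the self-degrading MDM2-luciferase fusion protein; higher signal means inhibition of MDM2 E3 ligase activity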
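test system = mammalian cells stably expressing self-ubiquitinating, self-degrading MDM2 E3–luciferase fusion | quantity = 2000 cells/well | incubation = cell settling 4 h, compound treatment 2 h, both 37 °C | signal = luminescence with SteadyLite reagent, 15 min at room temperature | evaluation = % enhancement relative to plate controls after blank subtraction | benchmarks = plate controls and plate blanks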
BaF3 tox = parental Ba/F3 cell viability inhibition, counter-screen for JAK2V617F inhibitor project, murine pro-B, CellTiter-Glo luminescence; CellTiter-Glo ATP luminescence; inhibition, % at 5.6 µM; 220,000 tested, 1.1% active; AID 1486, 2009;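 active means inhibition above a per-campaign cutoff, the mean inhibition of all tested compounds plus 3 SD, cut at about 27% in these data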;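 further: 0% = DMSO wells and 100% = JAK Inhibitor I control wells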
Ba/F3 V617F tox = reduced viability of JAK2V617F-dependent Ba/F3 cells, primary screen, JAK2V617F inhibitor project, cell-based, Ba/F3 EpoR-JAK2V617F, luminescence; ATP luminescence; inhibition, % at 5.6 µM; 220,000 tested, 1.1% active;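 active means inhibition above the campaign mean plus 3 SD over all tested compounds, cut at about 24% in these data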;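 further: cytokine-independent growth of Ba/F3 cells driven by EpoR plus mutant JAK2; 0% = DMSO-treated cells and 100% = JAK inhibitor I control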
Wee1 stabilizer = Wee1 degradation inhibitors, primary screen, cell-based, HeLa, Wee1K328M-luciferase, luminescence. Wee1-like protein kinase (Homo sapiens), P30291. HeLa Luc-Wee1K328M stability; 100% = proteasome inhibitor MG132 effect. reporter increase, % at 5 µM. 220,000 tested, 1.2% active. AID 1321, 2008;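 active means activation above the mean of all tested compounds plus 3 SD, set per screening run, cut at about 8.8% in these data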;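 further: cells exposed to compound for 20 h before luminescence read; 0% = DMSO alone and 100% = MG132 at 30 µM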
* marks the source's active call; other numbers are inactive results; nt = no result given; [ ] = remark or other dose. Rows are unselected. Share with any hit: about 4.1%.

SMILES | S1P4 antagonist | NPY2 pot ag | S1P4 ag | eIF4E-4G inh | PERK inhibitor | Mdm2 ligase inh | BaF3 tox | Ba/F3 V617F tox | Wee1 stabilizer
O=C(CCCN1C(=O)/C(=C/c2ccccc2Cl)SC1=S)NNC(=O)c1ccc(Cl)cc1 | -13 | -7 | 0.3 | 1 | -0.7 | nt | -5 | -2 | 3
COc1ccc(Cl)c(S(=O)(=O)N2CCCC2)c1 | -20 | -7 | -0.9 | 8 | 1.2 | -16 | 1 | -3 | 1
O=C(Cc1cccc(C(F)(F)F)c1)NCc1cccc(Cl)c1 | -11 | 2 | 0.7 | -2[fluorescence artefact?] | 0.1 | 8 | 9 | 2 | -2
CC(C)(C)N(NC(=O)Nc1ccc(F)cc1)C(=O)c1ccccc1 | -1 | 14 | -0.7 | -1 | 1.3 | -22 | 6 | 2 | 0
CC(C)NS(=O)(=O)c1ccc(OCC(=O)Nc2ccc3c(c2)OCO3)c(Cl)c1 | -7 | -11 | 1.6 | 2 | -0.4 | -10 | 5 | -2 | 2
COc1ccc(Nc2ccncc2[N+](=O)[O-])cc1 | -20 | -8 | 1.0 | -4 | -0.2 | -24 | -3 | -2 | -1
CC(=O)Nc1ccc(C(=O)OCC(=O)/C(C#N)=C(\C)N)cc1 | -23 | 2 | 2.2 | 3 | -0.7 | -15 | 1 | 4 | -2
O=C(CSc1ccccn1)N1CCN(c2cccc(Cl)c2)CC1 | -5 | -6 | -2.8 | 7[fluorescence artefact?] | -0.4 | -15 | 6 | 2 | 1
COc1ccc(CN2CCN(C(=O)C3CCC(CNS(=O)(=O)c4ccccc4)CC3)CC2)c(OC)c1OC (centres undefined) | -21 | -10 | -0.4 | 0 | -0.2 | -57 | 6 | 2 | 5
O=C1c2[nH]nc(-c3ccccc3O)c2C(c2ccc(F)cc2)N1CC1CCCO1 (centres undefined) | 14 | -17 | -0.3 | 1 | -0.7 | 22 | 15 | 1 | -1
CCOC(=O)c1c(-c2ccc(F)cc2)csc1NC(=O)CN1C(=O)NC2(CCCCC2C)C1=O (centres undefined) | -19 | 7 | -2.2 | 5 | 0.2 | 13 | 3 | -3 | 3
CCCCn1c(SCC(=O)N2CCCC2)nc2c1c(=O)n(C)c(=O)n2C | 3 | 1 | 1.1 | -1 | -1.5 | -22 | 8 | 8 | 1
Cc1c(NC(=O)C(C)OC(=O)CNC(=O)c2ccc(C(C)(C)C)cc2)c(=O)n(-c2ccccc2)n1C (centres undefined) | -17 | 2 | 0.6 | 5[fluorescence artefact?] | -0.1 | -4 | 7 | 0 | 0
Cc1c(NC(=O)C(C)OC(=O)c2cccc([N+](=O)[O-])c2)c(=O)n(-c2ccccc2)n1C (centres undefined) | -15 | -4 | 1.6 | 2 | -0.2 | -3 | 3 | 5 | -2
COc1cc2c(cc1OC)C1(CCCC1)CNC2c1cccc([N+](=O)[O-])c1 (centres undefined) | -10 | 0 | 1.7 | 5 | 0.3 | -24 | 5 | 4 | 1
COc1ccc(Cc2nc(-c3ccc(Br)cc3)no2)cc1 | -18 | 0 | 0.0 | -4 | 0.1 | -15 | 5 | 3 | 1
Cc1cccc(C(C)C)c1NC(=O)c1cccnc1 | -5 | 12 | 0.9 | -2 | 1.1 | -6 | 0 | -2 | -1
Cc1c(NC(=O)CN2C(=O)c3ccccc3C2=O)c(=O)n(-c2ccccc2)n1C | -1 | -6 | 2.1 | 3 | 1.6 | -12 | -1 | 1 | -3
FC(F)(F)c1cccc(OCCOCCn2cncn2)c1 | -15 | 3 | -5.2 | 3 | 0.8 | -6 | 6 | 0 | 0
O=C(N/N=C/c1ccccc1O)C(=O)Nc1ccccn1 | -8 | -6 | 1.7 | -2 | 1.5 | -28 | 6 | 2 | 0
Cc1[nH]nc2ncc(C(=O)c3ccccc3O)cc12 | -11 | -4 | 1.0 | -6 | -0.1 | -23 | 2 | -1 | -2
O=C1/C(=C\c2ccco2)SC(=S)N1C1CCS(=O)(=O)C1 (centres undefined) | -10 | -1 | -0.8 | 6 | -0.9 | -17 | 1 | 0 | 5
COc1cccc(C(c2nnnn2CC2CCCO2)N2CCN(C(=O)c3ccco3)CC2)c1OC (centres undefined) | 3 | 16 | 0.3 | 0 | 0.8 | -2 | 3 | -1 | 2
COc1ccc(NC2c3ncccc3C(=O)N2Cc2cccs2)cc1 (centres undefined) | 3 | -2 | 5.2 | -1 | -1.0 | -1 | 7 | 3 | -1
Cc1cc(C)nc(SCc2nnc(SCC(N)=O)o2)n1 | -3 | -7 | 2.0 | 0 | 0.2 | -5 | 8 | -1 | 4
COc1cccc(C2=NN(S(C)(=O)=O)C(c3cccs3)C2)c1 (centres undefined) | -2 | -6 | 0.8 | 1 | -0.9 | -15 | 3 | 2 | -1
CCOC(=O)CCCSc1nc(-c2ccc3c(c2)OCO3)cc(C(F)(F)F)c1C#N | -12 | 0 | -0.3 | 2 | 0.8 | -16 | 2 | -4 | 9
CN1CCCC(C(=O)C(C#N)c2ccccc2)C1 (centres undefined) | -8 | 13 | 1.8 | 5 | 0.0 | -3 | 4 | -3 | -2
COc1ccc(C(=O)NC(=S)NC(C)(C)C)cc1Br | -12 | -22 | -0.2 | 4 | 0.0 | -7 | 5 | -2 | -1
Cc1cc(C)n2nc(-c3ccc(F)cc3)nc2n1 | -3 | -20 | 1.7 | -3 | 1.2 | -1 | 5 | 2 | 16*

4 of these compounds, reformatted:
Compound,S1P4 antagonist,NPY2 pot ag,S1P4 ag,eIF4E-4G inh,PERK inhibitor,Mdm2 ligase inh,BaF3 tox,Ba/F3 V617F tox,Wee1 stabilizer
O=C(N/N=C/c1ccccc1O)C(=O)Nc1ccccn1,-8,-6,1.7,-2,1.5,-28,6,2,0
Cc1[nH]nc2ncc(C(=O)c3ccccc3O)cc12,-11,-4,1.0,-6,-0.1,-23,2,-1,-2
O=C1/C(=C\c2ccco2)SC(=S)N1C1CCS(=O)(=O)C1 (centres undefined),-10,-1,-0.8,6,-0.9,-17,1,0,5
COc1cccc(C(c2nnnn2CC2CCCO2)N2CCN(C(=O)c3ccco3)CC2)c1OC (centres undefined),3,16,0.3,0,0.8,-2,3,-1,2

(listing goes on)
SMILES | S1P4 antagonist | NPY2 pot ag | S1P4 ag | eIF4E-4G inh | PERK inhibitor | Mdm2 ligase inh | BaF3 tox | Ba/F3 V617F tox | Wee1 stabilizer
Cc1onc(-c2ccccc2)c1C(=O)N(Cc1ccco1)Cc1cccs1 | -10 | -23 | 6.1 | 6 | -1.5 | -91 | 7 | 2 | 1
CCOC(=O)CC1COc2ccccc2N1C(=O)c1ccc(F)cc1 (centres undefined) | 0 | 0 | 0.4 | 1 | 1.1 | -2 | 8 | 2 | -2
CC(C)c1ccc(Nc2nnc(SC3CCOC3=O)s2)cc1 (centres undefined) | 9 | 5 | -1.2 | -4 | 0.2 | -10 | -3 | -4 | 5
CC(=O)Nc1ccc(OCC(=O)NC(C)C(C)C)cc1 (centres undefined) | 11 | 7 | 0.8 | 2 | -0.3 | -2 | 2 | 0 | 5
CN(CCNC(=O)c1ccc(/C=N/O)nc1)Cc1ccccc1 | -14 | -5 | 0.2 | 6 | 0.0 | -11 | 5 | 0 | -2
COc1cccc(C(C(=O)NC(C)(C)C)N(CC(C)C)C(=O)CCC(=O)Nc2cc(C)on2)c1OC (centres undefined) | -26 | -8 | 0.9 | 3 | -0.1 | -11 | 3 | -1 | 0
CCN(CC)C(=O)CSc1nnc(-c2ccncc2)n1N | -5 | -15 | -0.2 | -2[fluorescence artefact?] | 1.1 | -13 | 8 | 1 | 2
O=C(Nc1nccs1)c1ccc(Cl)c(S(=O)(=O)N2CCOCC2)c1 | -6 | -8 | 0.2 | 10 | -0.5 | -12 | 6 | -5 | -1
O=C(N/N=C/c1cccs1)c1cncc(Br)c1 | 5 | 2 | 2.5 | 2 | 1.2 | 1 | 0 | -3 | 2
CCOC(=O)C1CCN(c2c(NCc3ccc(C(=O)NCCOC)cc3)c(=O)c2=O)CC1 | -12 | -1 | -0.1 | 4 | -0.2 | -6 | 7 | 1 | 2
O=c1c2ccccc2[nH]c(=S)n1-c1cccc(S(=O)(=O)N2CCCC2)c1 | 13 | 10 | -2.4 | -8 | 0.5 | -10 | -3 | -1 | -1
CCC(CC)C(=O)N1CCN(Cc2ccc3c(c2)OCO3)CC1 | -13 | 7 | 2.9 | 7 | 0.0 | -2 | 1 | -2 | 0
O=C(CSc1ncnc2c1oc1ccccc12)Nc1cccc(Cl)c1 | -12 | -8 | 2.1 | -124[fluorescence artefact?] | 0.5 | -13 | 0 | -2 | -1
O=C1CCC(C(=O)N2CCCC(C(=O)c3ccc4c5c(cccc35)CC4)C2)=NN1 (centres undefined) | -26 | -2 | 2.1 | -3 | -0.1 | -8 | 6 | 0 | 2
Cc1ccc(C(=O)O/N=C(\N)Cc2ccc([N+](=O)[O-])cc2)c(Cl)c1 | -4 | 8 | 1.2 | 6 | -1.8 | -16 | 0 | -4 | 7
CC(C)CC(=O)NC(=S)Nc1ccc(S(=O)(=O)Nc2nccs2)cc1 | -20 | 0 | 0.5 | -4[fluorescence artefact?] | 0.7 | -6 | 7 | 2 | 1
COCC(=O)N/N=C/c1ccc(Sc2nc3ccccc3s2)o1 | -4 | -4 | 0.0 | 4 | -0.1 | 2 | 10 | 2 | -3
CC(C)OCC(O)CN1CCNCC1 (centres undefined) | -5 | -8 | 0.4 | 2 | 1.0 | -27 | 6 | 2 | -3

Bioassay records as filed in PubChem.
